Compound activity (PubChem)
bIAP activator: intestinal alkaline phosphatase (bovine) activation; 0.17% of 200,000 active; purified bovine IAP, CDP-star luminescence, 30 min; active compounds read high; fold of DMSO-control signal, blank-subtracted; activation factor at 20 µM;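 active means activation factor of 2 or more at 20 µM, a signal rise over negative controls twice the positive control's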
APP 5UTR inh: APP translation inhibition; SH-SY5Y APP 5'UTR-luciferase reporter, luminescence; inhibition, % at 2 µM; 0.82% of 190,000 active; AID 1285;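 active means inhibition above a set limit, derived from the sample mean plus 3 SD, cut at about 45% in these data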; further: values of inactives mirror those of a sister screen read the other way
TNAP inh noacc: TNAP (human) inhibition, acceptor-free conditions; P05186; purified TNAP, CDP-star luminescence, 30 min; inhibition, % at 20 µM; 0.26% of 200,000 active;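 active means tissue-nonspecific alkaline phosphatase inhibition above about 50% at 20 µM in the single-dose screen, limit read from the data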;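 further: 0% = DMSO negative control and 100% = EDTA positive control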
Target sequence (P05186 whole entry, looked up): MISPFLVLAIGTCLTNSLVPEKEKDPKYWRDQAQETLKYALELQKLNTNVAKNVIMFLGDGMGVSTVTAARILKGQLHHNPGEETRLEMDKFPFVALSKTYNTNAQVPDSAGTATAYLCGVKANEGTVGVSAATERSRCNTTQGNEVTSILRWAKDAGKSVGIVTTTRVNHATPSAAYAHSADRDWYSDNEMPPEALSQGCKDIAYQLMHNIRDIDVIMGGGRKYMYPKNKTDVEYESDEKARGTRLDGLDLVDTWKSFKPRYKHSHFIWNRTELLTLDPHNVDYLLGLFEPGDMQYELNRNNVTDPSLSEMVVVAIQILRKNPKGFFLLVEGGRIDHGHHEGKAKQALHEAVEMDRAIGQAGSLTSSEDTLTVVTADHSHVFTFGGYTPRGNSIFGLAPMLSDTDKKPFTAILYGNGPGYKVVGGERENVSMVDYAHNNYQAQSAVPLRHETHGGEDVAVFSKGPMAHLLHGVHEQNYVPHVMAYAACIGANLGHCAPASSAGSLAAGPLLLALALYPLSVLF
TNAP inh hiacc: blocks human TNAP under high phosphate acceptor concentration | purified TNAP, CDP-star luminescence, 1 M DEA | 0.03% of 200,000 active | inhibition, % at 20 µM;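 active means over 50% inhibition of tissue-nonspecific alkaline phosphatase at 20 µM in the single-dose screen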;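 further: plate controls were DMSO wells for no effect and EDTA-quenched wells as full inhibition for full effect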
FLuc inh counter: inhibits firefly luciferase, flagging false hits in luciferase inhibition screens | AID 1006 | inhibition, % at 10 µM | P08659 | ATPLite firefly luciferase biochemical luminescence, 10 min | 1.5% of 200,000 active;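 active means inhibition above about 50% when tested at 10 µM, limit read from the data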
Target sequence (P08659 whole entry, looked up): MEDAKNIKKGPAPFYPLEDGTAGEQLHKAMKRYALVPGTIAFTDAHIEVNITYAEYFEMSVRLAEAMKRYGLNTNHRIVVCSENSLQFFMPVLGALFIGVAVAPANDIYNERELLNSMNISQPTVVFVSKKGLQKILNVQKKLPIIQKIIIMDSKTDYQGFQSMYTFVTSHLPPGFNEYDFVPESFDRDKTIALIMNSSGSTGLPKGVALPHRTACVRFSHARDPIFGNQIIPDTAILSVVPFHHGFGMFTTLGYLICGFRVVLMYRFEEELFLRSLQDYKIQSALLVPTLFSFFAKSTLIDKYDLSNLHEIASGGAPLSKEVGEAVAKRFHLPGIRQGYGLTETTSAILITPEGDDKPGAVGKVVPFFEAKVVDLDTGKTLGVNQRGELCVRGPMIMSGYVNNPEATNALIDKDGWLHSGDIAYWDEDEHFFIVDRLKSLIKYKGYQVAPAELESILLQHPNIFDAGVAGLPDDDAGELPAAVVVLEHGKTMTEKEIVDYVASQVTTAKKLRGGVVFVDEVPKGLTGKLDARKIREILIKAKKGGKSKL
Lmaj promast: inhibitors of Leishmania major promastigote growth | Leishmania major promastigotes, resazurin fluorescence viability | inhibition, % at 10 µM | 9% of 200,000 active | AID 1063; in the data active means inhibition above about 50%;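 further: promastigotes grown with compound for 44 hours at 28 °C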
RAM inhibit: inhibitors of the yeast RAM network | S. cerevisiae dse1pr::URA3 reporter, 5-FOA growth OD615, 2 d; analog-sensitive cbk1-as2 kinase mutant strain | AID 868 | inhibition, % at 50 µM | 1.8% of 190,000 active;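 active means inhibition above a set limit, 3 SD over mean compound inhibition, cut at about 8.4% in these data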;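 further: 0% = DMSO-only wells with no growth and 100% = 10 µM 1-NA-PP1 full growth; inhibition rescues growth on 5-FOA so higher OD means more RAM inhibition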
FLuc act counter: affects firefly luciferase, flagging false hits in luciferase stimulation screens; ATPlite luciferase biochemical, luminescence, 10 min; 0 = ATP-free wells, 1 = DMSO control; activation factor at 10 µM; P08659; 200,000 tested, under 10 active; AID 1027;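 active means luciferase activation factor, scaled between plate controls, of at least 2 with compound at 10 µM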
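Material: Luciferase/luciferin reagent mix | Doses: Test compounds dosed from 2 mM stocks in 100% DMSO | Timing: 10 min incubation after luciferase reagent addition, room temperature | Measured by: Luminescence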
bIAP inh: blocks bovine intestinal alkaline phosphatase activity | purified bovine IAP, CDP-star luminescence, 30 min | inhibition, % at 20 µM | 190,000 tested, under 10 active | AID 1019;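 active means over 50% inhibition of intestinal alkaline phosphatase at 20 µM in the single-dose screen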
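test system = bovine IAP enzyme | medium = DEA buffer 100 mM, pH 9.8, with MgCl2 1.0 mM, ZnCl2 0.02 mM | detection = luminescence | dosing = single compound dose of 20 µM, 2% DMSO final | incubation = 30 min reaction at room temperature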
TNAP act hi DEA: activators of human TNAP at high phosphate acceptor concentration; purified TNAP, CDP-star luminescence, 1 M DEA, 30 min; active compounds read high; 0 = EDTA background, 1 = DMSO-only activity; 200,000 tested, under 10 active; activation factor at 20 µM;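 active means activation factor at least 2 at 20 µM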
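Control set: EDTA negative control, DMSO positive control / Assay system: human TNAP / Quantity: TNAP 1/800 final / Evaluation: TNAP activation factor scaled between EDTA and DMSO control wells / Measured by: luminescent substrate turnover signal / Compound dosing: one dose, 20 µM / Times: 30 min enzyme reaction at room temperature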
Numbers without * were called inactive; · = no result given.

1: C=CCn1c(SCC(=O)c2cccs2)nc2sc(CC)cc2c1=O
2: O=C(OCc1ccccc1)/C(=C/c1cccc2ccccc12)NC(=O)c1ccccc1
3: COC(=O)c1ccc2c(=O)n(Cc3ccco3)c(SCC(=O)Nc3ccccc3Cl)nc2c1
4: Cc1cccc(N2CCC(N=CN(C)C)=N2)c1
5: C=CCn1c(C(C)NC(=O)c2cccs2)n[nH]c1=S (stereo not given)
6: Cc1cc(C(=O)C(=O)N(C)C)c(C)n1-c1ccc(Cl)cc1
7: O=C(CN1CCCCCC1)Nc1ccccc1
8: Cc1nc2cc(NC(=O)C3COc4ccccc4O3)ccc2s1 (stereo not given)
Screen / compound no. | 1 | 2 | 3 | 4 | 5 | 6 | 7 | 8
bIAP activator | 0.9 | 1 | 0.9 | 1.1 | 1 | 1.1 | 1.1 | 1
APP 5UTR inh | 2 | 5 | -6 | -13 | -2 | -28 | 4 | -57
TNAP inh noacc | 4 | -17 | -11 | -10 | 2 | -6 | -10 | -10
TNAP inh hiacc | -7 | -3 | -6 | -6 | 3 | -1 | -6 | -4
FLuc inh counter | -10 | -8 | -4 | 6 | -2 | -3 | 2 | -5
Lmaj promast | -3 | 10 | 3 | -3 | -7 | 0 | -4 | 0
RAM inhibit | 6.7 | 2.9 | 0.9 | -0.8 | 1.0 | -0.9 | 0.8 | 0.0
FLuc act counter | 1.1 | 1.1 | 1 | 0.9 | 1 | 1 | 1 | 1
bIAP inh | 13 | 2 | 7 | -5 | -4 | -12 | -8 | 4
TNAP act hi DEA | 1.1 | 1 | 1.1 | 1.1 | 1 | 1 | 1.1 | 1

9: Cc1ccc(C)c2[nH]c(=O)c(CCNC(=O)c3ccc4c(c3)OCO4)cc12
10: COc1ccc2c(C)cc(=S)[nH]c2c1
11: O=C(CCc1n[nH]c(=O)[nH]c1=O)N/N=C/c1ccco1
12: Cn1cnc([N+](=O)[O-])c1C(=O)Nc1cccc([N+](=O)[O-])c1
13: COC(=O)c1ccccc1NC(=O)C1CCCCC1C(=O)O (stereo not given)
14: CC(C)(C)c1ccc(NC(=O)COC(=O)C2(C)CC2(Cl)Cl)cc1 (stereo not given)
15: COc1ccc(C2C(C(C)=O)=C(O)C(=O)N2Cc2cccnc2)cc1 (stereo not given)
16: COc1ccc(-c2nnc3sc(CN4C(=O)c5ccccc5C4=O)nn23)cc1
Screen / compound no. | 9 | 10 | 11 | 12 | 13 | 14 | 15 | 16
bIAP activator | 1 | 0.9 | 1 | 1 | 1 | 1 | 1 | 0.9
APP 5UTR inh | 3 | -13 | 2 | 13 | -11 | -27 | 10 | ·
TNAP inh noacc | -4 | -5 | -8 | -5 | -10 | -6 | -3 | -10
TNAP inh hiacc | 3 | -1 | 0 | -5 | -4 | 2 | 0 | -4
FLuc inh counter | -2 | -2 | -2 | 0 | -11 | 0 | -5 | -6
Lmaj promast | -5 | -8 | -6 | 0 | -3 | 10 | -8 | ·
RAM inhibit | 2.4 | 2.2 | 0.8 | 0.6 | -0.3 | 2.6 | -0.2 | ·
FLuc act counter | 1 | 1 | 1 | 1 | 1.1 | 1 | 1.1 | 1.1
bIAP inh | -1 | 12 | 4 | -2 | 4 | 4 | 5 | 11
TNAP act hi DEA | 1 | 1 | 1 | 1.1 | 1 | 1 | 1 | 1

17: O=C(CSc1nc(-c2ccncc2)nn1CC(=O)N1CCCCC1)NC1CCCC1
18: CC1(C)Cc2c(sc3c2c(=N)n(Cc2ccco2)c(=O)n3Cc2ccc(F)cc2)CO1
19: O=S1(=O)CCN2C=Nc3sc4c(c3C2=N1)CCCC4
20: CC1(C(=O)N(c2ccccc2)C(C(=O)NC2CCCC2)c2ccccn2)CC(=O)N=C2C=CC=CN21 (stereo not given)
21: CC(=O)c1cc2c(cc1NC(=O)CCCC(=O)O)OCO2
22: COc1ccc(NC(=O)CSc2nc3[nH]ncc3c(=O)n2-c2ccccc2C)cc1OC
23: Clc1ccc(Sc2ccc(/C=N/n3cnnc3)o2)cc1
24: CC(=O)c1c(N)c(C#N)c(C)n1-c1ccc(Br)cc1
Screen / compound no. | 17 | 18 | 19 | 20 | 21 | 22 | 23 | 24
bIAP activator | 0.7 | 1 | 1 | 0.9 | 1.1 | 1 | 1 | 0.8
APP 5UTR inh | 6 | -2 | 1 | -13 | -6 | 5 | -9 | 10
TNAP inh noacc | -8 | 2 | -5 | -10 | -8 | -4 | 6 | -13
TNAP inh hiacc | -2 | -5 | -4 | -4 | 0 | 1 | -2 | -4
FLuc inh counter | 1 | -10 | -2 | -3 | -7 | -3 | -9 | -7
Lmaj promast | 0 | 18 | -3 | -5 | 2 | -3 | 66* | 2
RAM inhibit | -0.8 | 1.1 | 1.6 | 2.6 | -0.1 | 2.1 | 0.7 | 2.2
FLuc act counter | 1 | 1.1 | 1 | 1 | 1.1 | 1 | 1.1 | 1.1
bIAP inh | 26 | 2 | -1 | 12 | -5 | 1 | 4 | 19
TNAP act hi DEA | 1 | 1 | 1 | 1 | 1 | 1 | 1 | 1

25: CNc1nc(N)nc(-c2cc(Cl)ccc2OC)n1
26: Cc1cc(C)c(S(=O)(=O)N(CC(=O)N2CCCC2)C2CCCCC2)c(C)c1
27: COC(=O)c1cc(Cl)cc(Cl)c1OS(=O)(=O)N(C)C
28: c1ccc(-c2noc(-c3cccnc3)n2)nc1
29: CCC(Oc1cc(Cl)ccc1Cl)C(=O)NNC(=O)CCC(=O)O (stereo not given)
30: Cc1cc2cc3c(cc2nc1SCC(=O)Nc1c(C)cccc1C)CCC3
31: COc1cccc(C2NC(c3cccc(OC)c3O)C(C)C(=O)C2C)c1O (stereo not given)
32: CC(C)(C)c1ccc(S(=O)(=O)Nc2cccc(C3OCCCO3)c2)cc1
Screen / compound no. | 25 | 26 | 27 | 28 | 29 | 30 | 31 | 32
bIAP activator | 1 | 1 | 1.2 | 1 | 1.1 | 1 | 1.1 | 0.9
APP 5UTR inh | -24 | 0 | 7 | -75 | -9 | -6 | -11 | -10
TNAP inh noacc | -13 | -2 | -10 | -13 | 0 | -16 | -15 | -18
TNAP inh hiacc | -3 | 2 | -5 | -5 | -2 | -3 | 5 | -5
FLuc inh counter | -7 | -5 | 2 | 31 | -2 | -8 | 2 | -6
Lmaj promast | 7 | 4 | -8 | 1 | -3 | 79* | 3 | 86*
RAM inhibit | -0.7 | 1.9 | -0.7 | -0.4 | 0.0 | 4.1 | 0.7 | 1.4
FLuc act counter | 1.1 | 1.1 | 1 | 0.7 | 1 | 1.1 | 1 | 1.1
bIAP inh | 2 | -3 | -15 | -1 | -6 | 4 | -11 | 5
TNAP act hi DEA | 1 | 1 | 1.1 | 1.1 | 1 | 1 | 0.9 | 1.1

33: Cc1sc(-c2ccncc2)nc1OC(=O)c1ccc(Cl)cc1
34: COCCNC(=O)C(OC(=O)CC1Sc2ccccc2NC1=O)c1ccncc1 (stereo not given)
35: O=C(Nc1nccs1)c1cc2c(s1)CCCCC2
36: CCOC(=O)Nc1ccc2c(c1)N(C(=O)N(CC)CC)c1ccccc1CC2
37: Cc1ccsc1C(=O)OCC(=O)Nc1cccc(S(=O)(=O)N2CCOCC2)c1
38: O=C(CS(=O)c1cccc(C(F)(F)F)c1)Nc1ccccc1Cl (stereo not given)
39: COc1ccc(CN2C(=O)CN=C2Nc2cc(C)ccc2C)cc1
40: O=C(CN1CCN(C(=O)c2ccccc2)CC1)Nc1ccc(Br)cn1
Screen / compound no. | 33 | 34 | 35 | 36 | 37 | 38 | 39 | 40
bIAP activator | 0.9 | 0.9 | 0.9 | 1 | 0.7 | 1 | 0.9 | 0.9
APP 5UTR inh | 5 | 4 | -37 | 11 | 7 | -4 | -1 | 6
TNAP inh noacc | -11 | -10 | -10 | -5 | -12 | -6 | -11 | -11
TNAP inh hiacc | 0 | -3 | -2 | 1 | -2 | -1 | -4 | -4
FLuc inh counter | -4 | -5 | 94* | -5 | -6 | -8 | -6 | -3
Lmaj promast | -2 | -1 | 26 | 17 | -5 | -1 | 3 | 0
RAM inhibit | -1.2 | -0.5 | -0.7 | 4.2 | 3.4 | -0.8 | -0.3 | -0.5
FLuc act counter | 1 | 1.1 | 0.1 | 1 | 1.1 | 1.1 | 1.1 | 1
bIAP inh | 8 | 12 | 11 | 2 | 28 | 2 | 10 | 11
TNAP act hi DEA | 1 | 1 | 1 | 1 | 1 | 1 | 1 | 1

41: Cc1ccc(-c2nc(C#N)c(NCCCn3ccnc3)o2)cc1
42: CCOc1ccc2ncc(S(=O)(=O)c3ccccc3)c(N3CCN(c4ccc(OC)cc4)CC3)c2c1
43: O=[N+]([O-])c1nn(-c2ccc3c(c2)OCCO3)n(O)c1=NC1CCN(Cc2ccccc2)CC1
44: COc1ccccc1CNC(=O)CNC(=O)c1cn(-c2ccccc2OC)c(=O)c2ccccc12
45: O=C(C[n+]1ccccc1)N1c2ccccc2Sc2ccccc21
46: O=C(O)CCn1c(-c2ccccc2)cc2ccccc21
47: c1ccc(C[n+]2cccc(-c3ccccc3)c2)cc1
48: Cc1[nH]oc(=O)c1N=Nc1ccccc1
Screen / compound no. | 41 | 42 | 43 | 44 | 45 | 46 | 47 | 48
bIAP activator | 1.1 | 1 | 0.9 | 1.1 | 0.8 | 1.4 | 1.1 | 0.9
APP 5UTR inh | -39 | 2 | 1 | -25 | 5 | -17 | 16 | -6
TNAP inh noacc | 1 | -2 | -9 | -15 | -8 | -5 | -6 | -8
TNAP inh hiacc | -4 | -1 | 3 | -4 | -6 | -6 | -2 | -2
FLuc inh counter | 1 | -1 | -5 | -4 | -4 | 22 | -5 | -8
Lmaj promast | 2 | 100* | 76* | -2 | 7 | 1 | -8 | -6
RAM inhibit | 0.6 | 2.6 | 0.9 | 1.5 | 4.9 | -2.1 | 0.3 | -0.8
FLuc act counter | 1 | 1 | 1 | 1 | 1 | 0.8 | 1.1 | 1.1
bIAP inh | -15 | 0 | 9 | -8 | 17 | -36 | -8 | 7
TNAP act hi DEA | 1 | 1 | 1 | 1 | 1.1 | 1.1 | 1 | 1

49: Cc1ccc[n+](CC(=O)Nc2nc3ccccc3s2)c1
50: C=CCn1c(CNc2ccc(C)cc2)nnc1SCC(=O)N/N=C/c1ccc(O)cc1O
51: Cc1ccc(C(=O)NS(=O)(=O)c2ccc(N=NN(C)C)cc2)cc1
52: C/C(=N/NC(=O)CCC(=O)Nc1cccc(Cl)c1)c1ccc(C)cc1
Screen / compound no. | 49 | 50 | 51 | 52
bIAP activator | 1.1 | 1 | 1.2 | 1.3
APP 5UTR inh | -2 | 3 | 3 | -18
TNAP inh noacc | -2 | -16 | -4 | -4
TNAP inh hiacc | -1 | -4 | -3 | -2
FLuc inh counter | -2 | -1 | 4 | -5
Lmaj promast | 8 | 3 | -5 | -2
RAM inhibit | 0.0 | 1.8 | -0.7 | 0.8
FLuc act counter | 1 | 1 | 1 | 1
bIAP inh | -12 | -4 | -22 | -28
TNAP act hi DEA | 1 | 1 | 1 | 1
